# Screening data as filed in PubChem BioAssay.
# Rtt109 Vps75: C. albicans Rtt109 histone acetyltransferase inhibition; Q5AAJ8; purified Rtt109/Vps75, ThioGlo CoA-SH fluorescence, 4 h; inhibition, % at 34.9 µM; 0.16% of 330,000 active; AID 540336;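 active means inhibition of at least 50% in every replicate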
# Target sequence (Q5AAJ8 whole entry, looked up): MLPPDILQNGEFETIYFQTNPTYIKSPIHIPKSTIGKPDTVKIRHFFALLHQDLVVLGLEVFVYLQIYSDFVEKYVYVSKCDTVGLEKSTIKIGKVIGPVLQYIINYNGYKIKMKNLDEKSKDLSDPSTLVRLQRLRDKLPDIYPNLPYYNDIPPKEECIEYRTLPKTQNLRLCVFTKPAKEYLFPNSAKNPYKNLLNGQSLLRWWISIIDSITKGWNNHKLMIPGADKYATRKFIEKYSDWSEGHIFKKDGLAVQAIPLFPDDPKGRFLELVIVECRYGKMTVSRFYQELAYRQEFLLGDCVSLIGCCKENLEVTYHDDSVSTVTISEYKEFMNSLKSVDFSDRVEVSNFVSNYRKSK
# Keap1 Nrf2 FP: disrupts human Keap1 binding to Nrf2 peptide | 0.15% of 340,000 active | Q14145 | AID 504523 | Keap1 Kelch-Nrf2 peptide fluorescence polarization, 1536-well | inhibition, % at 9.4 µM; in the data active means inhibition above about 12%;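 further: human Keap1 Kelch domain with fluorescein labeled Nrf2 9mer peptide probe; 0% = neutral control wells and 100% = peptide positive control; higher means more block of Keap1 binding to Nrf2 peptide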
# Target sequence (Q14145 whole entry, looked up, the tested form may be a part): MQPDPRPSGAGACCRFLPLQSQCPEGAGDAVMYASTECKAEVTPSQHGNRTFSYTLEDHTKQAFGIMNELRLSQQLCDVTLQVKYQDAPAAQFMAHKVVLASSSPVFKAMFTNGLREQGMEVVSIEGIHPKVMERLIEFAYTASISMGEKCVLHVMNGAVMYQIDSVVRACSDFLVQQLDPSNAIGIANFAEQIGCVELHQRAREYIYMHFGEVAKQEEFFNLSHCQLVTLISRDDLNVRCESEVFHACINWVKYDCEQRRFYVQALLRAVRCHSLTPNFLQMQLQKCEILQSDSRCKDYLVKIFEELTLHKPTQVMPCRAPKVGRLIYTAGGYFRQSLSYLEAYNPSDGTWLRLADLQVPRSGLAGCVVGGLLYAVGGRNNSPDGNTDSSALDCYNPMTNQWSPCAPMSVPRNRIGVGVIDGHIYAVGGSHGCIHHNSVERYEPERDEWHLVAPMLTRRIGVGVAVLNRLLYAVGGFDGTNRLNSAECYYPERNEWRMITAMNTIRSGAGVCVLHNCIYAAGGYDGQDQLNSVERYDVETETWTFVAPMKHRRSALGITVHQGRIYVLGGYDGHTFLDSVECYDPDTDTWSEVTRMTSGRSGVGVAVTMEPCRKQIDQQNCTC
# DAGLB inhibitor: diacylglycerol lipase beta (human) inhibition. Q8NCG7. HEK293T DAGLB membrane lysate, EnzChek fluorogenic substrate. inhibition, % at 5.17 µM. 0.059% of 340,000 active. AID 504411; in the data active means inhibition above about 34%;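 further: 0% = enzyme with vehicle and 100% = wells lacking enzyme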
# Cardiac RTF inh: cardiac RTF calcium desensitization | AID 493244 | IANBD-labeled cardiac RTF, Ca2+ fluorescence | 0.12% of 340,000 active | P19429+P45379 | inhibition, % at 7.15 µM;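 active means inhibition above the mean inhibition of all tested compounds plus 3 SD, cut at about 17% in these data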;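 further: assay run at fixed EC70 calcium of 1.6 mM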
# C-LANA FP: blocks KSHV LANA C-terminal domain binding to DNA; AID 504423; 0.078% of 340,000 active; MBP-C-LANA/FAM-LBS DNA binding, fluorescence polarization; inhibition, % at 9 µM;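 active means highest replicate inhibition at or above 60% at 9 µM, even if other replicates fall short; inactive means all replicates below 60% inhibition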;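 further: 0% = neutral control wells and 100% = 4 µM acridine orange control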
# SR-BI DiI-HDL act: SR-BI HDL lipid transfer activation. CHO ldlA[mSR-BI] cells, DiI-HDL uptake fluorescence, 3 h; 100 = double the neutral-control signal. activation, % at 12.5 µM. 0.096% of 320,000 active;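 active means mean replicate activation of at least 60% and every replicate at or above 60%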;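 further: 0% = median plate neutral-control signal and 100% = twice that signal; values of inactives mirror those of a sister screen read the other way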
#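 Material: SR-BI-overexpressing, LDLR-lacking CHO cells | Dosing: Single compound concentration, delivered by pin transfer | Probe or stimulus: Labelled HDL, 10 µg/mL | Signal: Bottom-read cell fluorescence after medium removal, ex 550/em 595 nm | Schedule: 3 h, 37 °C | Evaluation: HDL uptake via cellular fluorescence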
# CAL PDZ FP-1: inhibitors of human CAL PDZ peptide binding; inhibition, % at 24.9 µM; Q9HD26; purified CAL PDZ, TMR-peptide fluorescence polarization, 1 h; 0.92% of 300,000 active; AID 602252;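 active means mean inhibition of at least 30% with at least half of replicates also reaching 30%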;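 further: 0% = DMSO neutral control and 100% = excess unlabeled competitor peptide PRC23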
# RTF Ca sens act: cardiac RTF calcium sensitization; P19429+P45379; IANBD-labeled TnC RTF fluorescence at EC20 calcium; 0% EC20 calcium, 100% full calcium; activation, % at 7.2 µM; 0.24% of 340,000 active;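 active means activation above the mean over all tested compounds plus 3 SD, cut at about 30% in these data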;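 further: rise in fluorescence read as greater calcium sensitivity of cardiac thin filaments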
# CAL PDZ FP-2: blocks peptide binding to human CAL PDZ domain; Q9HD26; purified CAL PDZ, TMR-peptide fluorescence polarization, 1 h; inhibition, % at 20 µM; 0.02% of 330,000 active; AID 504414;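 active means highest replicate inhibition of at least 40%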;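 further: plate controls were DMSO neutral control wells for no effect and unlabeled competitor peptide control wells for full effect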
#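 material = purified tagged CAL PDZ domain construct (CerCALP) | buffer or medium = sodium phosphate/NaCl buffer pH 7.4 with TCEP, IgG, Thesit | reagent = TMR-labelled reporter peptide T*-PRC34 bound in PDZ groove | incubation = 1 h room-temperature incubation prior to read | measured by = fluorescence polarization (mP) | evaluation = percent inhibition from loss of millipolarization | control set = unlabelled peptide and DMSO controls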
# PKA-R2B act: activates the human PKA-R2B holoenzyme complex; P22694+P31323; PKA-R2B holoenzyme dissociation, Cy5-IP20 fluorescence polarization; R2B truncated from residue 108, S112A mutant; 0% DMSO only, 100% 113 µM cGMP; activation, % at 11.4 µM; 0.079% of 340,000 active;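 active means activation above a cutoff set at the mean over all compounds plus 3 SD, cut at about 18% in these data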;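 further: higher means more holoenzyme dissociation and a rise in polarization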
# Active calls of the source: *; . = no result given.
mol	Rtt109 Vps75	Keap1 Nrf2 FP	DAGLB inhibitor	Cardiac RTF inh	C-LANA FP	SR-BI DiI-HDL act	CAL PDZ FP-1	RTF Ca sens act	CAL PDZ FP-2	PKA-R2B act
NC(=O)c1cc([N+](=O)[O-])ccc1NCc1cccc(N)c1	2	-5	0	-6	0.3	-19	2	-4	0.4	-8
CCOc1ccc(S(=O)(=O)NCc2ccccc2OC)cc1	1	-1	-3	3	-1.8	10	-4	7	-3.8	6
O=C(Nc1ccc(F)cc1)NC1(C(=O)NCc2ccc3c(c2)OCO3)CCCCC1	6	3	-1	-18	-0.1	5	0	2	-0.7	-9
Cc1noc(C)c1COc1ccc(C(=O)OCc2nnc(-c3ccc(Cl)cc3)o2)cc1	4	-1	-10	3	-0.9	-3	-6	-4	.	0
CCCCCC(=O)Nc1ccc(-c2csc(N)n2)cc1	5	-5	-2	-4	-0.7	-2	-5	4	-2.0	1
COC(=O)CC1Sc2ccccc2NC1=O (centres undefined)	17	-1	-2	-6	-0.4	19	-1	-4	-0.3	-2
COc1ccc(Oc2cc(F)nc(N)n2)cc1	6	1	-3	5	1.4	0	-1	-2	-1.1	-9
Cc1ccc(Cl)cc1N1CCN(C(=O)Cn2ccc3ccccc3c2=O)CC1	5	0	-1	3	-0.3	-18	.	0	-0.7	-7
C/C(=N\NC(=O)c1ccco1)c1ccc(NC(=O)c2ccccc2)cc1	2	0	-3	0	-0.5	-34	-2	-1	-1.0	-5
COc1ccc(-n2nc(C(=O)NCC(=O)NCc3cccc(F)c3)c3ccccc3c2=O)cc1Cl	-1	-2	1	-35	0.1	-23	0	-4	-2.7	1

# Continuation.
mol	Rtt109 Vps75	Keap1 Nrf2 FP	DAGLB inhibitor	Cardiac RTF inh	C-LANA FP	SR-BI DiI-HDL act	CAL PDZ FP-1	RTF Ca sens act	CAL PDZ FP-2	PKA-R2B act
O=C(/C=C1\C(=O)Nc2ccccc21)/C=C1\C(=O)Nc2ccccc21	-5	-3	-2	-15	-6.8	8	-3	-1	1.2	-2
COc1ccc(-c2cc(-c3ccc(Cl)cc3)c(C#N)c(SCC(=O)O)n2)cc1	-1	-3	6	6	0.6	-19	-13	3	-10	-1
CS(=O)(=O)c1ccc(Cl)c(NC(=O)COC(=O)CNC(=O)c2ccc3ccccc3c2)c1	-6	0	-1	3	-2.7	19	2	-1	-2.5	-13
CCn1c2ccccc2c2cc(NS(=O)(=O)c3ccccc3C)ccc21	-7	-6	-2	0	-0.4	-31	.	2	0.5	-13
Cc1ccc(C)c(-n2[nH]c3c4c(ccc3c2=O)C(=O)c2ccccc2C4=O)c1	-9	1	7	-7	0.9	-7	-2	2	1.0	4
CCOCCCn1c(=S)[nH]c2cc(C(=O)NCCN(CC)CC)ccc2c1=O	11	-1	0	-4	-0.3	2	0	4	-0.5	3
Cc1ccc(S(=O)(=O)Cc2ccc(C(=O)N3CCN(c4ccccn4)CC3)o2)cc1	-5	3	2	-6	2.2	-29	.	3	-0.2	-5
O=C(OC(C(=O)NC1CCCC1)c1ccc(F)cc1)c1ccno1 (centres undefined)	-5	-3	2	-8	-1.2	13	4	-4	-2.1	15
O=C(NCC(=O)N(c1ccc2c(c1)OCO2)C(C(=O)NC1CCCC1)c1ccncc1)c1ccco1 (centres undefined)	-4	0	1	-19	1.8	-24	-1	-6	-1.5	-15
CC1CCCCC1NC(=O)COC(=O)c1ccccn1 (centres undefined)	-2	-6	1	5	-0.3	-7	0	3	-1.2	-10

# The listing continues.
mol	Rtt109 Vps75	Keap1 Nrf2 FP	DAGLB inhibitor	Cardiac RTF inh	C-LANA FP	SR-BI DiI-HDL act	CAL PDZ FP-1	RTF Ca sens act	CAL PDZ FP-2	PKA-R2B act
O=C(CN1C(=O)COc2ccccc21)Nc1ccc(F)cc1	17	-4	-4	-5	0.1	-4	.	-2	-0.8	4
Cc1ccccc1C[n+]1cccc2ccccc21	3	-1	0	0	0.4	30	-3	2	-0.6	5
Cc1ccc(Nc2nnns2)cc1	19	-1	-2	9	1.4	9	-1	7	-0.6	4
CCOCCCNC(=O)c1cc2c(=O)n3cccc(C)c3nc2s1	8	-3	-1	-2	0.4	-31	-1	-2	-0.6	-12
O=C(Nc1ccc(CN2CCOCC2)cc1)c1ccc(-c2ccc(Cl)cc2Cl)o1	0	-8	-2	-15	-0.4	-52	-7	7	-3.7	-5
COc1ccccc1C(=O)OCC(=O)NC(C)CCc1ccccc1 (centres undefined)	-4	-4	-2	-4	-0.3	20	5	0	.	-14
O=C(CN1CCN(S(=O)(=O)c2ccccc2)CC1)N1CCCCC1	-6	-2	-1	-7	0.0	10	-9	2	0.7	-4
CC1CCC2(CC1)NC(=O)N(CC(=O)c1cccn1C)C2=O (centres undefined)	14	-2	0	5	-1.7	13	-5	-3	-3.4	-16
COC(=O)c1c(C(=O)OC)c2cc(C(=O)c3ccccc3)ccn2c1Cl	4	-2	-4	-2	0.4	-18	-1	1	-4.0	8
O=C(c1ccccc1NS(=O)(=O)c1ccc(Cl)cc1)N1CCc2ccccc21	6	2	5	-3	0.4	11	0	0	0.5	1

# Following part.
mol	Rtt109 Vps75	Keap1 Nrf2 FP	DAGLB inhibitor	Cardiac RTF inh	C-LANA FP	SR-BI DiI-HDL act	CAL PDZ FP-1	RTF Ca sens act	CAL PDZ FP-2	PKA-R2B act
Cn1c(CSCc2ccc(F)cc2)nnc1SCC(=O)Nc1cccc(C(=O)O)c1	6	2	-1	7	-0.6	12	0	-4	0.5	10
CN(c1nc2nonc2nc1NC1CC1)C1CCOC1 (centres undefined)	3	-2	2	-13	-1.1	-1	-8	9	-1.5	-5
COc1ccc(-c2cnc(N)nc2-c2ccc(OCc3ccccc3)cc2O)cc1	-9	3	1	0	0.1	-27	3	-1	-0.3	-4
COC(=O)Cn1c(=NC(=O)c2ccc(S(=O)(=O)N3CCOCC3)cc2)sc2cc(S(N)(=O)=O)ccc21	5	1	2	-4	0.5	2	-7	0	-3.3	-12
C=CCOc1ccc2oc(=O)cc(C)c2c1	3	-4	-3	-3	0.8	5	-2	6	-0.9	8
CCC(Sc1ccccn1)C(=O)Nc1nnc(C)s1 (centres undefined)	12	-5	1	-6	0.3	1	6	0	-1.1	-11
O=C(COC(=O)c1ccc([N+](=O)[O-])o1)NCCCc1ccccc1	-5	4	0	-2	0.7	10	.	-3	-0.2	-1
CCN(CC)C(=O)CSc1nc2ccc(NC(=O)CSc3nnc(COc4ccccc4C)n3C)cc2s1	4	-2	-2	-7	0.5	-62	-6	0	-2.3	5
CCOC(=O)C(=O)Nc1cccc(C(=O)OCC)c1	-2	-3	-1	-3	-1.1	7	0	10	-1.0	-7
O=[N+]([O-])c1ccc(OCC(O)CN(CCO)CCO)cc1 (centres undefined)	.	3	0	-7	0.4	22	-5	-4	-1.8	5

# Whole records as entered above. Order of screens: Rtt109 Vps75	Keap1 Nrf2 FP	DAGLB inhibitor	Cardiac RTF inh	C-LANA FP	SR-BI DiI-HDL act	CAL PDZ FP-1	RTF Ca sens act	CAL PDZ FP-2	PKA-R2B act
# Record of O=C(c1ccccc1NS(=O)(=O)c1ccc(Cl)cc1)N1CCc2ccccc21 → 6	2	5	-3	0.4	11	0	0	0.5	1
# Record of C/C(=N\NC(=O)c1ccco1)c1ccc(NC(=O)c2ccccc2)cc1 → 2	0	-3	0	-0.5	-34	-2	-1	-1.0	-5

# Further entries.
mol	Rtt109 Vps75	Keap1 Nrf2 FP	DAGLB inhibitor	Cardiac RTF inh	C-LANA FP	SR-BI DiI-HDL act	CAL PDZ FP-1	RTF Ca sens act	CAL PDZ FP-2	PKA-R2B act
COc1ccc(C(=O)C2CCN(C(=O)Nc3ccc(C)cc3)CC2)cc1	7	0	-3	3	1.6	.	-4	-3	-1.9	11
CCOC(=O)c1sc(NC(=O)Cn2nnc3sc4c(c3c2=O)CCCC4)nc1C	1	0	-1	4	0.9	0	-4	1	-1.5	-2
O=C(O)CNC(=O)CC1S/C(=N/N=C2\CSC(=O)N2)NC1=O (centres undefined)	.	-2	-6	-5	1.9	49	-2	-2	-1.1	-9
COc1ccc(-c2nn(-c3ccccc3)cc2C(=O)N2CCN(S(=O)(=O)c3ccccc3C#N)CC2)cc1	11	-2	-1	-2	-2.5	44	4	-9	-2.9	-4
O=S(=O)(c1ccc2ccccc2c1)N(CC1CO1)c1ccccc1 (centres undefined)	-9	-6	1	-3	-0.2	-4	4	2	-1.0	-4
COc1ccc(-c2cc3c(=O)n(CC(=O)NCCCN4CCC(N5CCCCC5)CC4)ncn3n2)cc1	3	-4	2	-8	0.5	7	-7	-3	-2.2	-3
O=C(CC1OC(=O)c2ccccc21)Nc1ccccc1N1CCOCC1 (centres undefined)	-7	-1	-3	-4	-0.3	.	3	0	-0.9	-4
CC(C)C(=O)Nc1nnc(SCC(=O)NCc2cccs2)s1	.	-5	0	1	0.8	2	-2	4	-2.6	-11
CCOCCOC(=O)C1=C(C)N(C)C(=O)NC1c1cc(Cl)c(O)c(OCC)c1 (centres undefined)	3	-1	-2	-6	-1.6	.	0	-15	-1.1	-19
O=C(Cc1ccccc1)NCCCNC(=O)Cc1ccccc1	-11	2	1	-7	0.3	35	-2	-2	0.0	-9
COc1cc2c(cc1NC(=O)CSc1nnc(COc3ccc(Cl)cc3)n1C)oc1ccccc12	1	-2	0	1	-0.9	-47	.	-1	-2.6	1
CC(=O)N1CCN=C1SCc1ccc(Br)cc1	6	-2	-4	-5	-0.4	14	.	3	0.1	-3
COc1ccc(OC)c(Nc2cc3ccccc3c(=O)[nH]2)c1	5	0	-5	-9	-0.8	-3	-4	3	-0.6	3

# Gathered by group: those above with two or more sulfur atoms.
mol	Rtt109 Vps75	Keap1 Nrf2 FP	DAGLB inhibitor	Cardiac RTF inh	C-LANA FP	SR-BI DiI-HDL act	CAL PDZ FP-1	RTF Ca sens act	CAL PDZ FP-2	PKA-R2B act
Cn1c(CSCc2ccc(F)cc2)nnc1SCC(=O)Nc1cccc(C(=O)O)c1	6	2	-1	7	-0.6	12	0	-4	0.5	10
COC(=O)Cn1c(=NC(=O)c2ccc(S(=O)(=O)N3CCOCC3)cc2)sc2cc(S(N)(=O)=O)ccc21	5	1	2	-4	0.5	2	-7	0	-3.3	-12
CCC(Sc1ccccn1)C(=O)Nc1nnc(C)s1 (centres undefined)	12	-5	1	-6	0.3	1	6	0	-1.1	-11
CCN(CC)C(=O)CSc1nc2ccc(NC(=O)CSc3nnc(COc4ccccc4C)n3C)cc2s1	4	-2	-2	-7	0.5	-62	-6	0	-2.3	5
CCOC(=O)c1sc(NC(=O)Cn2nnc3sc4c(c3c2=O)CCCC4)nc1C	1	0	-1	4	0.9	0	-4	1	-1.5	-2
O=C(O)CNC(=O)CC1S/C(=N/N=C2\CSC(=O)N2)NC1=O (centres undefined)	.	-2	-6	-5	1.9	49	-2	-2	-1.1	-9
CC(C)C(=O)Nc1nnc(SCC(=O)NCc2cccs2)s1	.	-5	0	1	0.8	2	-2	4	-2.6	-11
